FLuc inh: inhibitors of firefly luciferase | purified firefly luciferase, luminescence, 8 min | Potency, µM (highest dose often 57.1 µM), for the others: at the top dose activity change, negative = inhibition, usual class: inhibitors | hit rate 2.2% among 72,000; further: potency means the concentration at half of the fitted maximal effect; on the % scale 0 is the no-effect control and ±100 the full control effect; nearly all actives have a fitted effect of over 40% in size
Target sequence (P08659 whole entry, looked up): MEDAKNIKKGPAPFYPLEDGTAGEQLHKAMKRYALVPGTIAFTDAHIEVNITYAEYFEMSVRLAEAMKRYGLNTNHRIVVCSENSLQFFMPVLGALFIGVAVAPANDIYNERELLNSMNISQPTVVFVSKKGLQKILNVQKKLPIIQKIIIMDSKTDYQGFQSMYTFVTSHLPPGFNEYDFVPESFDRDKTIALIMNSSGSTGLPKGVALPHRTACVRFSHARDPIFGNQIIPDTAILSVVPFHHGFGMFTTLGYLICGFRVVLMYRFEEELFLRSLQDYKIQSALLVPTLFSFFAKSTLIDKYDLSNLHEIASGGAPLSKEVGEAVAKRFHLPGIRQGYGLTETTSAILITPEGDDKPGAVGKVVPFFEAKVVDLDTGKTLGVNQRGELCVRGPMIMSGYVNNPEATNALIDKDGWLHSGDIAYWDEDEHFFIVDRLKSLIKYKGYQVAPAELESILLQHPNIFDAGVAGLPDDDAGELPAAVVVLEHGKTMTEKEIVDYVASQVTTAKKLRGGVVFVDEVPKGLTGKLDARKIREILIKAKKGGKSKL
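qHTS concentration-response profiling: light output of P. pyralis luciferase with luciferin and 10 uM ATP, imidazole buffer pH 7.2. Read by luminescence after 8-min room-temperature incubation.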
CRE-bla Fsk: CRE-bla signaling modulation under forskolin stimulation; CHO CRE-bla reporter (cAMP response element driving beta-lactamase), forskolin EC10, beta-lactamase ratio; Potency, µM (highest dose often 38.2 µM), without a hit: top-dose activity change, negative = inhibition, actives largely listed as activators; hit rate 2.5% among 71,000; active means well fitted activation curve with a large enough effect in the signal ratio, with a control signal flat, not every such curve was filed as active; inconclusive means small, poorly fitted or top-dose-only effect, or effect the other way, or a change in a side signal; the % refers to the signal ratio; further: potency means the concentration at half of the fitted maximal effect; % of control where 0% means no effect
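Modulation of forskolin-driven signalling is measured in CHO cells carrying a CRE-controlled beta-lactamase reporter. Cells are stimulated with EC10 NKH 477 in the presence of titrated compound for 3 h at 37 °C, then loaded with CCF4 for 2 h at room temperature.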
HBB splice mod: modulators of hemoglobin beta chain splicing; HBB splicing reporter cell assay, activation; EGFP reporter with mutant IVS2-654 intron; response scale: normalised to 500 nM splice-correcting PNA; Potency, µM (doses to about 46.1 µM), for the others: top-dose activation, hits mostly activators; hit rate 0.06% among 65,000; further: potency means the concentration at half of the fitted maximal effect; 0% is about no effect
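HeLa cells stably expressing EGFP interrupted by mutant beta-globin intron 2 (IVS2-654), 500/well in 2% FCS. Treated with compound for 2 days at 37C. Splicing correction scored as total well GFP intensity (488 nm excitation, 500-520 nm emission); 500 nM antisense PNA served as control.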
Hsp90 Hop PPI: changes Hsp90-Hop TPR2A binding signal, up or down; AlphaScreen TPR2A-His6 binding biotin-Hsp90 C-terminal peptide; Potency, µM (doses to about 57 µM), for the others: at the top dose activity change, negative = inhibition; hit rate 0.44% among 71,000; AID 595; active means well fitted curve in either direction with a large enough effect; inconclusive means small, poorly fitted or top-dose-only effect, or another doubt; further: potency means the concentration at half of the fitted maximal effect; on the % scale 0 is the no-effect control and ±100 the full control effect; many of its hits are not listed in these tables
ERK AVP inh: inhibitors of vasopressin-stimulated ERK signaling pathway; AID 995; hit rate 0.99% among 72,000; HEK293-V1b, vasopressin-stimulated pERK AlphaScreen; Potency, µM (series often up to 57.5 µM), without a hit: at the highest dose activity, negative = inhibition, most hits filed as inhibitors; further: potency means the concentration at half of the fitted maximal effect; on the % scale 0 is the no-effect control and ±100 the full control effect; nearly all actives have a fitted effect of over 55% in size
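qHTS, compounds titrated on V1b-expressing HEK293 cells. Preincubation 30 min at 37C, vasopressin 25 nM for 5 min, lysis 10 min, bead incubation 5 hr at room temperature.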
Pol III holo inh: blocks replication by bacterial DNA polymerase III holoenzyme. hit rate 0.25% among 71,000. AID 603. reconstituted DNA polymerase III holoenzyme replication, biochemical. Potency, µM (titrated, usually from 57.1 µM), for inactives: top-dose activity change, negative = inhibition; further: potency means the concentration at half of the fitted maximal effect; on the % scale 0 is the no-effect control and ±100 the full control effect
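Reconstituted *E. coli* holoenzyme (0.35 nM Pol III, 1 nM beta, 154 nM SSB, 2 nM primase) was preincubated with compound for 15 min at RT. Synthesis on 1.4 nM ssM13Gori ran 35 min, then was stopped with PicoGreen/EDTA and read as dsDNA fluorescence.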
HADH2 inh: blocks human hydroxyacyl-CoA dehydrogenase type II; Q99714; recombinant HADH2, NADH fluorescence, beta-hydroxybutyryl-CoA; Potency, µM (series often up to 57.1 µM), for the others: top-dose activity change, negative = inhibition, most hits filed as inhibitors; hit rate 3.4% among 73,000; further: potency means the concentration at half of the fitted maximal effect; on the % scale 0 is the no-effect control and ±100 the full control effect; nearly all actives have a fitted effect of over 60% in size; many of its hits are not listed in these tables
Target sequence (Q99714 whole entry, looked up, one chain of several): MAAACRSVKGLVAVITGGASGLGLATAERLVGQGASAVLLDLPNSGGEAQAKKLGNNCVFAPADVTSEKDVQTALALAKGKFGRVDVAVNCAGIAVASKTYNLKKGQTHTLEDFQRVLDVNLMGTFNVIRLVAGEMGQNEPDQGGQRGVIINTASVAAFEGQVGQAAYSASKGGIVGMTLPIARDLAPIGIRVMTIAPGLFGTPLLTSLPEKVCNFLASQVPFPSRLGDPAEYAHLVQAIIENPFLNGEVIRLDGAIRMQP
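Read-out: 360 nm excitation, 450 nm emission, kinetic over 4 min. Conditions: His-tagged human HADH2 20 nM, pH 9.0 Tris with Tween-20, 1 mM NAD+, 90 uM beta-hydroxybutyryl-CoA.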
Ub-GFP proteasome: ubiquitin-GFP accumulation via proteasome inhibition. Ubiquitin-GFP reporter cells, proteasome inhibition, GFP fluorescence; response scale: untreated = 0%, 10 µM MG-132 = 100%. Potency, µM (doses to about 45.9 µM), for the others: top-dose activation (GFP accumulation), most hits filed as activators. 67,000 tested, under 10 active. AID 526; active means well fitted activation curve with a large enough effect, not every such curve was filed as active; inconclusive means small, poorly fitted or top-dose-only effect, or another doubt; inactive means no such curve, though single readings can be large or run the other way; further: potency means the concentration at half of the fitted maximal effect
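Reporter cells (U2OS, ubiquitin-G76V-GFP fusion) are plated overnight, then treated 4 hr at 37 °C with compound titrations from 46 uM down to 2.9 nM. Activity is scaled against untreated cells and 10 uM MG-132.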
Tau filament bind: binders of human tau filaments; Potency, µM (series often up to 57.1 µM), for inactives: at the top dose activity change, negative = inhibition; hit rate 2% among 71,000; recombinant tau filaments, thioflavin S fluorescence, 15 h; filaments grown with octadecylsulfate alongside compound; AID 596;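 further: potency means the concentration at half of the fitted maximal effect; on the % scale 0 is the no-effect control and ±100 the full control effect; actives lower thioflavin S fluorescence by blocking filaments or displacing dye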
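Read-out: ThS fluorescence, 450 nm excitation/510 nm emission; lower signal marks blocked filament formation or displaced dye. Tau at 1 uM with 30 uM ODS, 10 uM ThS, 5 mM DTT, 100 mM NaCl, 10 mM HEPES pH 7.4; 15 h, 37 C.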
Epigenetic mod: derepresses silenced GFP locus in mouse C127i cells | AID 597 | Potency, µM (series often up to 46.1 µM), inactives show top-dose GFP derepression (activation) | mouse C127i GFP locus derepression, cytometry, 30 h | hit rate 0.09% among 68,000; further: % of control where 0% means no effect
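Murine C127i mammary cells carrying a silenced, stably integrated CMV-driven GFP reporter were treated with compound for 30 hours at 37 C. After PBS washes, GFP-positive cells were counted by laser-scanning microplate cytometry.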
ALOX15 inhib: 15-hLO (ALOX15) enzyme inhibition. purified 15hLO-1, xylenol orange hydroperoxide absorbance. Potency, µM (titrated, usually from 57.1 µM), inactives show at the highest dose activity change, negative = inhibition, usual class: inhibitors. hit rate 1.4% among 74,000; further: potency means the concentration at half of the fitted maximal effect; on the % scale 0 is the no-effect control and ±100 the full control effect; nearly all actives have a fitted effect of over 55% in size
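Inhibition is scored from a chromogenic endpoint. After 15 min enzyme-compound contact, arachidonic acid (50 uM final) reacts 6 min with 40 nM 15hLO-1 at room temperature, then Fe-XO reagent is added for 30 min and absorbance ratio recorded.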
The depositor's hits bear a star; ? = inconclusive; . = no result given; [ ] = dose if it differs, or a comment. Unless noted, the call rests on the fitted dose curve; in most records, active means well fitted curve in the direction sought with a large enough effect; inconclusive means small, poorly fitted or top-dose-only effect, or another doubt; inactive means no such curve, though single readings can be large; an effect the other way counts as inactive or inconclusive. These rows are one share of the data. The share of hits here may be higher or lower than overall.

molecule | FLuc inh | CRE-bla Fsk | HBB splice mod | Hsp90 Hop PPI | ERK AVP inh | Pol III holo inh | HADH2 inh | Ub-GFP proteasome | Tau filament bind | Epigenetic mod | ALOX15 inhib
O=C(c1cc(Br)ccc1O)c1cc(Br)ccc1O | 7%[11.4 µM] | 4%[7.6 µM] | 3.3%[9.22 µM] | -3%[11 µM] | -17%[11.5 µM] | -9%[11.4 µM] | -6%[11.4 µM] | -3%[9.17 µM] | ? | -2%[9.22 µM] | ?
O=C1CN(C(=O)COC(=O)C2CC(=O)N(Cc3ccco3)C2)c2ccccc2N1 (centres undefined) | 3% | -4% | 0.1%[57.5 µM] | -2% | 2% | -6% | -8% | -1% | 14% | -1% | 2%
Clc1ccc(Cl)c(Nc2ccnc(SCc3ccccc3)n2)c1 | -2%[11.4 µM] | ? | 1.3%[9.22 µM] | 11%[11 µM] | 3%[11.5 µM] | -12%[11.4 µM] | 5%[11.4 µM] | -6%[9.17 µM] | 18%[11.4 µM] | 1%[9.22 µM] | -14%[11.4 µM]
CCOC(=O)Cc1csc(NC(=O)c2cccnc2)n1 | 2% | 1% | 6.6% | -8% | -29% | -3% | -4% | -5% | -7% | 3% | 6%
O=C(Nc1ccc(F)c(F)c1)c1ccc(F)c(S(=O)(=O)N2CCOCC2)c1 | 0% | 10% | -3.8% | 1% | -3% | 6% | 13% | 3% | -5% | 3% | 4%
CSCC[C@H](NC(=O)OC(C)(C)C)c1nnc(SCC(=O)Nc2ccc(C)cc2C)o1 | 2% | 9% | -0.9% | -9% | -17% | -3% | -20% | 0% | -24% | 3% | -4%
O=S(=O)(N1CCOCC1)N1CCN(c2ccccc2F)CC1 | 1% | -4% | 0.7% | 4% | -5% | -2% | 10% | -2% | -2% | 4% | 8%
CCOC(=O)CNC(=O)CSc1nnc(-c2ccccc2OC)n1CC | 4% | 9% | 2.3%[0.369 µM] | -2% | 5% | 1% | 8% | . | -6% | -5% | 11%
NC(=O)C[C@@H]1N[C@]2(C(=O)Nc3ccccc32)[C@@H]2C(=O)N(c3cc(C(F)(F)F)ccc3Cl)C(=O)[C@H]12 | 1% | ? | 0.9% | 0% | -6% | 2% | -17% | 0% | 3% | 3% | -12%
O=C(c1cc(-c2ccc(Cl)cc2)on1)N1CCOCC1 | 13µM* | ? | -8.4% | -4% | ? | -2% | -2% | -8% | 2% | 2% | -8%
O=C(NC1CCCCCCC1)c1ccc(CNc2c(N3CCOCC3)c(=O)c2=O)cc1 | -5% | -18% | -0.3% | -1% | -7% | 2% | 7% | 0% | 28% | -5% | -4%
Cc1ccc(-n2c(SCC(=O)Nc3ccc4c(c3)OCO4)nnc2-c2cccs2)cc1 | 2% | ? | -0.2% | -7% | ? | -4% | -5% | -1% | 461% | 5% | -21%
Cc1cccc(OCCC(=O)Nc2c(C)n(C)n(-c3ccccc3)c2=O)c1 | 3% | -3% | -0.1%[57.5 µM] | 1% | -21% | -3% | 9% | 1% | -3% | 5% | 12%
Cc1ccsc1-c1nc(CSCC(=O)N2CCN(c3ccccc3)CC2)c(C)o1 | 3% | ? | -1.2% | -1%[2.3 µM] | ? | 1% | -22% | -2% | 57% | . | -6%
CS(=O)(=O)Nc1cccc(-c2cncnc2NCc2ccccc2)c1 | 1%[2.29 µM] | 0% | -0.3% | -8% | -11% | -5% | ? | -5% | -4% | -2%[9.22 µM] | ?
Cc1cc(SCC(=O)c2ccccc2)nc2ccccc12 | 3%[11.4 µM] | 4%[7.6 µM] | 3.6%[9.22 µM] | 6%[11 µM] | 0%[11.5 µM] | -8%[11.4 µM] | -12%[11.4 µM] | -1%[9.17 µM] | 2%[11.4 µM] | 0%[9.22 µM] | -8%[11.4 µM]
O=c1c(-c2cc(F)cc(F)c2)nc2cnc(N3CCNCC3)nc2n1Cc1ccc(F)cc1 | 2%[11.4 µM] | ? | -1.2% | 24% | ? | 1% | 30% | 8% | 4µM* | -5%[9.22 µM] | -10%
CCCCCOC(=O)C1[C@H]2C(=O)N(c3ccccc3CC)C[C@]23C=C[C@H]1O3 (some centres undefined) | 5% | 6% | -1.0%[57.5 µM] | 0% | 2% | -6% | 7% | 4% | 14% | 0% | 3%
COc1cccc(-c2nc(CSCC(=O)NCC3CCCO3)c(C)o2)c1 (centres undefined) | -2% | -15% | -1.0% | 2% | 14% | -1% | 3% | -6% | -9% | 1% | 4%
CCOC(=O)NCc1cc(-c2nn(C)c(=O)c3ccccc23)ccc1C | 1% | ? | -1.3% | ? | -24% | -2% | -5% | 3% | 26% | 0% | -16%

With a hit mark in Tau filament bind, among the entries above:
Compound,FLuc inh,CRE-bla Fsk,Hsp90 Hop PPI,ERK AVP inh,Pol III holo inh,HADH2 inh,Ub-GFP proteasome,Tau filament bind,Epigenetic mod,ALOX15 inhib
O=c1c(-c2cc(F)cc(F)c2)nc2cnc(N3CCNCC3)nc2n1Cc1ccc(F)cc1,2%[11.4 µM],?,24%,?,1%,30%,8%,4µM*,-5%[9.22 µM],-10%

Results in Hsp90 Hop PPI, ALOX15 inhib and ERK AVP inh (five entries from above):
SMILES | Hsp90 Hop PPI | ALOX15 inhib | ERK AVP inh
CCCCCOC(=O)C1[C@H]2C(=O)N(c3ccccc3CC)C[C@]23C=C[C@H]1O3 (some centres undefined) | 0% | 3% | 2%
O=c1c(-c2cc(F)cc(F)c2)nc2cnc(N3CCNCC3)nc2n1Cc1ccc(F)cc1 | 24% | -10% | ?
CCOC(=O)NCc1cc(-c2nn(C)c(=O)c3ccccc23)ccc1C | ? | -16% | -24%
Cc1ccc(-n2c(SCC(=O)Nc3ccc4c(c3)OCO4)nnc2-c2cccs2)cc1 | -7% | -21% | ?
O=C(NC1CCCCCCC1)c1ccc(CNc2c(N3CCOCC3)c(=O)c2=O)cc1 | -1% | -4% | -7%

More compounds
molecule | FLuc inh | CRE-bla Fsk | HBB splice mod | Hsp90 Hop PPI | ERK AVP inh | Pol III holo inh | HADH2 inh | Ub-GFP proteasome | Tau filament bind | Epigenetic mod | ALOX15 inhib
CCCC(=O)Nc1ccccc1NC(=O)CN(C)S(=O)(=O)c1ccc(C)cc1 | 3% | -7% | -0.5% | -1% | -5% | 1% | 10% | 2% | 15% | -5% | 3%
CCOC(=O)c1cc2c(=O)n3ccccc3nc2n(CC2CCCO2)c1=NC(C)=O (centres undefined) | -2% | ? | -1.4% | -8% | 6% | -8% | ? | 4% | -55% | 11% | -19%
CC(C)C(c1nnnn1C1CCCC1)N1c2ccccc2CC1C (centres undefined) | -1% | -2% | . | -5% | -12% | -4% | 16% | -3% | -4% | 4% | -7%
COc1nc(N(C)C)nc(N(OC)S(=O)(=O)c2ccccc2Cl)n1 | -1% | ? | 2.7% | 1% | -3% | -6% | 8% | 7% | 3% | 2% | 12%
O=C(CN1C(=O)c2ccccc2S1(=O)=O)NCc1cccnc1 | 5% | ? | 6.2% | -1% | 4% | 1% | -6% | 9% | -4% | 0% | 13%
C(=C\c1ccccc1)/CSc1nnc(-c2cnccn2)n1Cc1ccco1 | -9% | ? | -0.5% | -13% | -1% | 4% | ? | ? | -6% | 0% | ?
COC(=O)[C@@]1(Cc2ccc(F)cc2)[C@H]2c3cc(C(=O)N4CCCC4)n(CCc4c[nH]c5ccc(OC)cc45)c3C[C@H]2CN1C(=O)c1ccccc1 | . | ? | 0.1% | -27% | -4% | -9% | 5% | . | 78% | . | .
Fc1cccc(Cl)c1Cn1nnc2c(NCc3ccccn3)ncnc21 | -1% | ? | . | 1% | ? | 2% | 5% | -4% | 5% | -1% | -6%

High-throughput results (PubChem BioAssay)
